RGS12 GoLoco inh: inhibitors of human Gai1-RGS12 GoLoco interaction (red fluorophore). Gai1:RGS12 GoLoco peptide FP, rhodamine, 10 min. AID 880. Potency, µM (highest dose often 61.6 µM), without a hit: at the highest dose activity, negative = inhibition, actives largely listed as inhibitors. P63096. 230,000 tested, 0.44% active; active means well fitted inhibition curve with a large enough effect, not every such curve was filed as active; inactive means no such curve, though single readings can be large or run the other way; further: on the % scale 0 is the no-effect control and ±100 the full control effect; nearly all actives have a fitted effect of over 30% in size; many of its hits are not listed in these tables
Target sequence (P63096 whole entry, looked up): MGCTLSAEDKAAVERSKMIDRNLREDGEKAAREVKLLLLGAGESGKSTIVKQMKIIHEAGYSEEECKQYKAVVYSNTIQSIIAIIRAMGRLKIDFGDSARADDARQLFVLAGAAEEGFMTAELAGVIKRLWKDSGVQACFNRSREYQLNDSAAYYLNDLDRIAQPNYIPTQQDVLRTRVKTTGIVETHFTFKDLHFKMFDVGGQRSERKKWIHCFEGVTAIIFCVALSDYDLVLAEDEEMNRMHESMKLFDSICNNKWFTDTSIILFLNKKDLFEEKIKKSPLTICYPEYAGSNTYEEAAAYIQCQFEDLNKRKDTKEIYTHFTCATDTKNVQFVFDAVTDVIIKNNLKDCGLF
GAA inhib: alpha-glucosidase (human) inhibition; purified human GAA, 4-MU-alpha-glucoside fluorescence; Potency, µM (doses to about 76.9 µM), without a hit: at the top dose activity change, negative = inhibition, hits mostly inhibitors; 200,000 tested, 0.005% active; P10253; AID 1466;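 further: plate controls were uninhibited enzyme wells for no effect and no-enzyme background for full effect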
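Compounds are titrated up to 77 uM against 4 nM human enzyme. Substrate 4-methylumbelliferyl-alpha-D-pyranoside (400 uM) reacts 20 min at room temperature in pH 5.0 buffer; liberated 4-methylumbelliferone is read at 440 nm.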
HTT aggregate: reduces HttQ103-GFP aggregates in PC12 cells | PC12 HttQ103-GFP aggregates, Acumen cytometry, 40 h | Potency, µM (titrated, usually from 46.1 µM), inactives show at the top dose activity change, negative = inhibition, most hits filed as inhibitors | 220,000 tested, 1.1% active | AID 1688; further: on the % scale 0 is the no-effect control and ±100 the full control effect; nearly all actives have a fitted effect of over 60% in size
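Compounds (qHTS titration) were added to PC12 cells expressing an ecdysone-driven HTT exon 1 Q103–GFP fusion after induction with 100 nM tebufenozide. Aggregate formation was measured as GFP objects in cell lysates.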
GAA spleen mod: lysosomal alpha-glucosidase (human) modulation | P10253 | Potency, µM (top dose mostly 79.9 µM), for inactives: at the top dose activity change, negative = inhibition, most hits filed as inhibitors | 240,000 tested, 0.006% active | human spleen homogenate, 4-MU-alpha-glucoside fluorescence;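 further: 0% = enzyme with vehicle and -100% = no enzyme basal signal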
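Enzyme source: human spleen homogenate, 1 ug/well. Buffer 50 mM citric acid/K phosphate pH 5.0, 0.01% Tween-20. 4-MU-alpha-glucoside 1 mM; 37 C x 40 min; NaOH/glycine stop; fluorescence.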
GAA glycogen mod: GAA glycogen-cleavage inhibition or activation | recombinant GAA, glycogen substrate, Amplex Red glucose oxidase fluorescence | 300,000 tested, 0.38% active | P10253 | Potency, µM (doses to about 76.4 µM), for the others: at the top dose activity change, negative = inhibition, most hits filed as inhibitors;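 further: 0% = full enzyme reaction and -100% = no-enzyme basal signal; the screen sought inhibitors and activators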
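Recombinant enzyme (4 nM final) with compounds titrated up to 77 uM and bovine liver glycogen (30 ug) in citrate pH 5.0, 0.01% Tween-20, 37 C 40 min. Released glucose detected by Amplex Red/glucose oxidase (Ex 573/Em 610); AC50 from Hill fits.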
HTT cytoprotect: cytoprotection in Huntington HTT-Q103 PC12 cell model. AID 1471. Potency, µM (series often up to 56.4 µM), without a hit: cytoprotection (ATP increase), hits mostly activators. 230,000 tested, 0.14% active. PC12 HTT-Q103 induced, cytoprotection, ATP luminescence, 40 h;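 further: % of control where 0% means no effect; nearly all actives have a fitted effect of over 45% in size; toxic huntingtin expression switched on by the ecdysone agonist tebufenozide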
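Compounds added alongside 100 nM tebufenozide, which induces toxic Q103 huntingtin exon 1-GFP in stable PC12 cells; surviving cells quantified by luminescent ATP measurement. Medium: phenol red-free DMEM, 5% equine and 5% calf serum.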
IMPase Li cell: cell-permeable IMPase inhibitors with lithium potentiation | CHO-M1 cells, IP1 TR-FRET (IP-One), carbachol + lithium | Potency, µM (series often up to 59.4 µM), inactives show at the top dose activity, negative = IMPase inhibition, most hits filed as inhibitors | 210,000 tested, 0.35% active | AID 1457;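 further: IP1 builds up when IMPase is blocked and the TR-FRET signal falls; plate controls were basal vehicle for no effect and high inhibitor control for full effect; nearly all actives have a fitted effect of over 50% in size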
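Readout is a homogeneous TR-FRET IP1 immunoassay (Ex 320, Em 665 and 620), where raised cytosolic IP1 lowers signal. Cells were CHO-M1 treated 30 min at 37C with test compounds plus a little lithium; AC50 values came from Hill-equation fitting.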
* marks the source's active call; other numbers are inactive results; ? = inconclusive; / = no result given; [ ] = another dose, or the depositor's remark. Unless noted, the call rests on the fitted dose curve; in most records, active means well fitted curve in the direction sought with a large enough effect; inconclusive means small, poorly fitted or top-dose-only effect, or another doubt; inactive means no such curve, though single readings can be large; an effect the other way counts as inactive or inconclusive. Potency means the concentration at half of the fitted maximal effect. An excerpt, so the mix of outcomes need not match the whole.

SMILES	RGS12 GoLoco inh	GAA inhib	HTT aggregate	GAA spleen mod	GAA glycogen mod	HTT cytoprotect	IMPase Li cell
Cc1cc(C)n(CCC(=O)N/N=C/c2ccc(O)cc2O)n1	7.5%	-1.7%	?	3.8%	-6.8%	43.5%[10 µM]	-0.4%
COCCNc1nc(C(C)(C)C)nc2c1nnn2Cc1ccccc1Cl	2.1%	-5.1%	-16.2%	1.2%	0.1%	-2.3%[10 µM]	36.7%[activator][38.3 µM]
Cc1c([N+](=O)[O-])c(C/C=N/O)nn1C	-2.1%	/	5.0%[9.22 µM]	8.7%	-6.7%	18.9%[10 µM]	/
CCn1c(SCC(=O)Nc2nnc(C)s2)nnc1-c1ccncc1	8.0%	-0.2%	0.7%	-0.9%	4.6%	-6.7%[10 µM]	5.6%
COC(=O)/C=C1\NC(=O)C(C)S1 (configuration not stated)	6.3%	-6.9%	10.4%	9.1%	4.5%	-16.6%	-3.0%
CCCCOC(=O)c1ccc(NC(=O)c2c(OC)cccc2OC)cc1	8.9%	-9.1%	6.8%	-16.3%	-2.6%	-24.4%	6.5%
COc1ccc(NC(=O)c2ccc3c(SCC(=O)O)c4c(nc3c2)CCCC4)cc1Cl	5.2%	-12.1%	3.1%	3.5%	1.1%	-20.3%	-4.3%
COc1cc(C(c2nnnn2C2CCCC2)N2CCc3ccccc3C2)ccc1O (configuration not stated)	-27.3%	-8.6%	9.8%[9.22 µM]	-5.0%	-4.4%	-33.1%[10 µM]	13.0%[38.3 µM]
O=C1CCCc2ccccc2N1	-5.5%	?	3.9%	-4.1%	13.6%	-19.5%	-11.4%
COc1ccc(C(=O)Nc2ccc(S(=O)(=O)N3CCCC3)cc2)c(OC)c1	5.1%	-6.1%	-3.1%	3.2%	1.9%	15.7%	2.3%[38.3 µM]
Cc1cccc(Cl)c1NC(=O)N1CCCN(c2ncccc2[N+](=O)[O-])CC1	2.3%	-4.0%	-7.2%[9.22 µM]	-2.7%	1.0%	-6.4%[10 µM]	/
COC(=O)c1[nH]c2cc(OC)ccc2c1NC(=O)CCN1CCN(c2ccccc2)CC1	-4.2%	-5.6%	20.4%	3.2%	1.5%	6.4%	5.5%[38.3 µM]
CC1=NNC(=O)C1CCC(=O)N/N=C\c1ccccc1[N+](=O)[O-] (configuration not stated)	4.2%	7.8%	23.4%	-2.2%	?	20.5%	-9.9%[38.3 µM]
Cc1ccc(N2CCC(N3CCN(C4CCCCC4)C(CCO)C3)CC2)cc1 (configuration not stated)	-1.1%	/	-10.8%[9.22 µM]	-5.4%	-10.9%	3.1%[10 µM]	1.4%
O=C(CCn1nnc2ccccc21)Nc1nnc(COc2ccc(F)cc2)s1	5.7%	7.6%	-11.6%	0.5%	3.2%	-18.5%[10 µM]	-10.3%[38.3 µM]
O=c1nc(N/N=C/c2ccccn2)cn[nH]1	11.6%	-0.8%	8.91µM*	-3.9%	9.1%	-151.5%[inhibitor]	13.9%
COC(=O)C(F)(F)Sc1c(C)[nH]c2ccccc12	7.0%	4.6%	5.5%	3.2%	3.5%	-6.1%[10 µM]	27.1%
NC(=S)N(c1ccccc1)c1ccccc1	10.3%	5.9%	-37.5%[9.22 µM]	-5.0%	2.5%	-44.4%[10 µM]	11.3%
CC(=O)Nc1nc(C(=O)Nc2c(C)n[nH]c2C)cs1	-15.1%	-19.3%	18.4%	-5.7%	-15.9%	-11.2%	-2.0%[38.3 µM]
CN(C)C(=O)CSc1nc2ccc(N3C(=O)c4ccccc4C3=O)cc2s1	7.1%	/	-5.7%[9.22 µM]	-17.1%	9.6%	8.5%[10 µM]	/
CCN(CCCNc1ncnc2nc[nH]c12)c1cccc(C)c1	-8.1%	-4.1%	-30.8%	-2.4%	-14.5%	-6.6%[10 µM]	23.7%[38.3 µM]
N[C@H](C(=O)O)[C@@H](O)c1cnc[nH]1	-3.7%[14.2 µM]	/	/	/	/	-2.2%[10 µM]	1.1%
Cc1nn(CCC(=O)O)c(C)c1C	10.8%	-1.9%	12.2%	3.0%	-2.3%	7.8%	20.9%[38.3 µM]
COc1ccc(NC(=O)CN(C)S(=O)(=O)c2ccc3c(c2)OCCO3)c2ncccc12	6.6%	-10.8%	-10.1%	6.5%	-10.0%	-33.5%	9.2%[38.3 µM]
Cc1c(N2C(=O)/C(=C/C3CC=CCC3)SC2=S)c(=O)n(-c2ccccc2)n1C (configuration not stated)	15.7%	/	-19.3%[9.22 µM]	5.3%	-9.9%	4.9%[10 µM]	/
CSc1ccccc1NC(=O)CN(C)Cc1cc(=O)n2ccsc2n1	-10.2%	-6.9%	-2.0%	-0.4%	-2.8%	-19.0%	13.2%
Cc1cc(C)c(NC(=O)COC(=O)Cc2ccsc2)c(C)c1	12.7%	-11.4%	-12.6%	0.8%	-8.8%	22.1%	9.9%
CNC(=O)NNC(=O)c1csc(Cc2c(Cl)sc3ccc(Cl)cc23)n1	3.9%	/	-5.3%[9.22 µM]	-2.9%	-9.6%	-1.2%[10 µM]	/
COc1ccc(C(=O)c2c[nH]c(C(=O)NCc3cccs3)c2)cc1	7.1%	0.1%	15.8%	-4.1%	1.8%	-10.5%	-10.0%[38.3 µM]
Cc1nonc1NC(=O)OC1CCCCC1	7.9%	-1.5%	21.1%	-1.8%	5.2%	24.5%	-7.9%[38.3 µM]

Single entries from above.
Cc1nn(CCC(=O)O)c(C)c1C in RGS12 GoLoco inh = 10.8%
NC(=S)N(c1ccccc1)c1ccccc1 in GAA glycogen mod = 2.5%

(next part)
SMILES	RGS12 GoLoco inh	GAA inhib	HTT aggregate	GAA spleen mod	GAA glycogen mod	HTT cytoprotect	IMPase Li cell
COc1cc(C(=O)Nc2ccc(C(N)=O)cc2)c([N+](=O)[O-])cc1OC	7.3%	1.9%	21.8%	2.6%	5.1%	-25.4%	6.8%
CC1=C(C#N)C(NC(=O)c2ccc(Cl)cc2)(C(F)(F)F)C(=O)N1 (configuration not stated)	14.9%	0.6%	2.9%	0.6%	0.8%	-10.2%[10 µM]	8.1%
O=C(C1CCCN1S(=O)(=O)c1cccc2cccnc12)N1CCn2c1nc1ccccc12 (configuration not stated)	3.5%	2.6%	16.6%	2.3%	-9.6%	16.0%[10 µM]	2.0%
Cc1cc(C(=O)Nc2ncc(C)s2)c2ccccc2n1	8.9%	-4.4%	-5.8%	0.1%	4.0%	18.4%[10 µM]	6.5%
Cc1ccc(C2NC(=O)NC(O)(C(F)(F)F)C2C(=O)c2ccccc2)o1 (configuration not stated)	-23.0%	2.6%	-12.2%	-3.7%	1.3%	-12.0%[10 µM]	11.1%
COc1ccccc1NC(=O)C(=O)N/N=C/c1ccc([N+](=O)[O-])s1	-1.4%	5.2%	0.0%[9.22 µM]	-4.3%	-1.8%	-36.2%	0.8%
CCOC(=O)c1sc(NC(=O)c2sccc2C)cc1C	14.1%	-3.0%	2.8%	-2.1%	14.8%	-80.4%[inhibitor]	-3.0%[38.3 µM]
C/C=C(\C)C(=O)C[Si](C)(C)c1ccccc1	5.8%	/	/	-0.7%	/	19.0%	21.0%
COc1c(O)c(O)cc2c1oc1c3ccccc3oc(=O)c21	-30.0%	/	/	-10.6%	/	-12.8%	-2.6%
O=C1OC(/C(=C\NCc2ccccc2)[N+](=O)[O-])c2ccccc21 (configuration not stated)	-1.8%	-5.9%	-3.5%	-3.8%	3.3%	-2.9%	-2.6%
CC(C)CCNC(=O)C1CCCCN1S(=O)(=O)c1ccc(F)cc1 (configuration not stated)	-0.3%	2.1%	-8.3%	-6.0%	-13.3%	2.3%	14.0%[38.3 µM]
Cc1cc(C(=O)COC(=O)Cc2n[nH]c(=O)c3ccccc23)c(C)n1-c1ccc2c(c1)OCCO2	11.8%	-1.1%	0.7%	-4.6%	10.2%	14.0%[10 µM]	17.0%
Cc1cccc(NC(=S)N(CCN(C)C)C(C)c2ccccn2)c1 (configuration not stated)	13.2%	-5.4%	-16.8%	-1.8%	-4.7%	11.2%	20.5%[38.3 µM]
O=C(NC1CCCCC1)N1CCN(Cc2ccco2)CC1	-4.6%	-4.4%	-8.9%	1.8%	-8.2%	-66.1%[inhibitor]	/
Cc1cc(Cl)ccc1OCC(=O)NC(=S)Nc1ccccc1N1CCOCC1	-8.0%	-4.4%	24.9%	8.6%	7.3%	9.1%[10 µM]	-14.4%

Limited to HTT aggregate and GAA spleen mod, for some of the entries so far:
Molecule | HTT aggregate | GAA spleen mod
Cc1cc(C(=O)COC(=O)Cc2n[nH]c(=O)c3ccccc23)c(C)n1-c1ccc2c(c1)OCCO2 | 0.7% | -4.6%
O=C(C1CCCN1S(=O)(=O)c1cccc2cccnc12)N1CCn2c1nc1ccccc12 (configuration not stated) | 16.6% | 2.3%
COc1cc(C(=O)Nc2ccc(C(N)=O)cc2)c([N+](=O)[O-])cc1OC | 21.8% | 2.6%

(more compounds)
SMILES	RGS12 GoLoco inh	GAA inhib	HTT aggregate	GAA spleen mod	GAA glycogen mod	HTT cytoprotect	IMPase Li cell
Cc1ccc(N2C(=O)[C@@H]3[C@H](C2=O)C2c4ccccc4C=CN2[C@@H]3C(=O)c2ccco2)c(C)c1 (some centres not stated)	121.9%[activator]	-8.5%	21.0%	?	-26.1%	4.5%[0.074 µM]	14.4%[38.3 µM]
O=C(Nc1ccccc1C(=O)NCc1cccnc1)c1ccco1	-0.6%	-8.1%	14.4%[9.22 µM]	-0.4%	7.6%	-13.1%[10 µM]	-16.8%[38.3 µM]
CC(=O)O[C@H]1C[C@H]2CC[C@@H]3[C@H]4C[C@@H]([N+]5(C)CCCCC5)[C@@H](OC(C)=O)[C@]4(C)CC[C@@H]3[C@@]2(C)C[C@@H]1[N+]1(C)CCCCC1	9.9%	/	/	9.3%	/	?	17.6%
O=C1CCCN1CCCNS(=O)(=O)c1ccc(Br)cc1	-4.9%	13.7%	1.7%[9.22 µM]	-1.2%	3.5%	-10.1%[10 µM]	5.6%
FC(F)(F)c1cnc(Oc2ccccc2-c2nnco2)c(Cl)c1	-6.7%	-2.5%	-17.6%	5.7%	-2.5%	-17.0%	28.5%[38.3 µM]
Cn1cc(C(=O)c2cccc(Cl)c2)cc1C#N	5.3%	-3.3%	8.3%	-3.4%	-2.4%	-33.8%[inhibitor]	-2.1%
O=C(NCCCn1ccnc1)C(=O)NCC(c1cccnc1)N1CCN(c2ccc(F)cc2)CC1 (configuration not stated)	8.9%	3.0%	-7.6%	0.3%	-20.1%	/	?
NC(=O)CNC(=O)c1cccc(Cl)c1	-4.3%	/	-8.9%[9.22 µM]	-0.2%	-7.0%	20.5%[10 µM]	/

From PubChem BioAssay
